Source: PubChem BioAssay
Nrf2 activator = activators of Nrf2 (ARE) signaling; 0.31% of 410,000 active; AREc32 ARE-luciferase reporter (MCF7-derived line), luminescence, 24 h; Potency, µM (series often up to 46.1 µM), for the others: top-dose activation, actives largely listed as activators; further: potency means the concentration at half of the fitted maximal effect; % of control where 0% means no effect; nearly all actives have a fitted effect of over 65% in size
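Luminescent ARE reporter assay in AREc32_Fluc cells: overnight plating at 37 deg C, 24 hr compound incubation, Steady-Glo added, 30 min RT before reading.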
Akt phos inh = blocks phosphorylation of Akt. Neuro2A IGF-stimulated pAkt S473 HTRF, 20 min; active compounds read low. activity change, % for hits at 50 µM. 0.32% of 360,000 active; in the data active means activity change below about -80%; inconclusive means mostly about -51% to -80%; further: on the % scale 0 is the no-effect control and ±100 the full control effect
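Single-point screen (50 µM final compound) in Neuro2A cells stimulated 20 min with 6 nM IGF at 37 deg C. After lysis, Ser473-phosphorylated Akt read by HTRF (ex 330 nm, em 615/665 nm) as the 665/615 ratio.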
A549 viability = kills or reduces viability of A549 cells in Nrf2 counter-screen; A549 ARE-Fluc cells, CellTiter-Fluor viability, 18-24 h; Potency, µM (titrated, usually from 46 µM), inactives show top-dose activity change, negative = cytotoxicity, actives largely listed as inhibitors; 0.16% of 390,000 active; further: potency means the concentration at half of the fitted maximal effect; on the % scale 0 is the no-effect control and ±100 the full control effect
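Cytotoxicity counterscreen: CellTiter-Fluor fluorescence was measured in A549 ARE_Fluc cells after 18-24 h of compound exposure in a concentration series. The subsequent BugLite luminescent read reports ARE-luciferase activity.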
EPAC2 antag = antagonists of human EPAC2 | EPAC2 GEF exchange of Rap1B-BODIPY-GDP, fluorescence | Potency, µM (doses to about 114 µM), inactives show top-dose activity, negative = inhibition, actives largely listed as inhibitors | 0.18% of 360,000 active; further: potency means the concentration at half of the fitted maximal effect; on the % scale 0 is the no-effect control and ±100 the full control effect; nearly all actives have a fitted effect of over 45% in size; many of its hits are not listed in these tables
Target sequence (Q8WZA2 whole entry, looked up): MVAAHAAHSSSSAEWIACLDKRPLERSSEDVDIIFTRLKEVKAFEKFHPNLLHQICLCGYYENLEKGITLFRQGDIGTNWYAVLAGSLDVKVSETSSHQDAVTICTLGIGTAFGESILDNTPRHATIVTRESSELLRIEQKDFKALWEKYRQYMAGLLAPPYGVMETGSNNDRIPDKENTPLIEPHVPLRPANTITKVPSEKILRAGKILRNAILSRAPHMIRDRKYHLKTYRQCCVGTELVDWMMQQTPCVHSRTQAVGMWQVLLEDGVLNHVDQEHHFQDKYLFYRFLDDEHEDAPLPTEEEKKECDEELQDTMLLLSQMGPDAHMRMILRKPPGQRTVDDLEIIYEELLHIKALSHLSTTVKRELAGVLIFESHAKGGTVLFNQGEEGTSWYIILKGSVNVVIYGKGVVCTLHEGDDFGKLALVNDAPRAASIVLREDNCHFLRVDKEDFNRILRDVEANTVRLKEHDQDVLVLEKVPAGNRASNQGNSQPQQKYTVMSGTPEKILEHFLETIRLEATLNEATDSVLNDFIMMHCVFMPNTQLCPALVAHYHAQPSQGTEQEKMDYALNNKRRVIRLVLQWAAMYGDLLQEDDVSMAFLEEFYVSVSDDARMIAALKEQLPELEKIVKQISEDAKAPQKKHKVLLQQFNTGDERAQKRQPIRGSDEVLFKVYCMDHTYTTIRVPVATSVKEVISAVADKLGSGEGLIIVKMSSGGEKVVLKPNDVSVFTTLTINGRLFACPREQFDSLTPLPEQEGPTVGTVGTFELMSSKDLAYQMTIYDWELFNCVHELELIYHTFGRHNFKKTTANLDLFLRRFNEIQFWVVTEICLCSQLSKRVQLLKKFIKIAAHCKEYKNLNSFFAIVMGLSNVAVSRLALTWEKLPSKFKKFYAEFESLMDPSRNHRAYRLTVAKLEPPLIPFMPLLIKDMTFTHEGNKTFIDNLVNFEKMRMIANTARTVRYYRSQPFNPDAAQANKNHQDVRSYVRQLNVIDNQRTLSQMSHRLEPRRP
MmCpn inh = inhibitors of Methanococcus maripaludis chaperonin (MmCpn); purified Mm-Cpn ATPase, ADP Transcreener TR-FRET; Potency, µM (highest dose often 76.9 µM), for inactives: at the top dose activity, negative = inhibition, hits mostly inhibitors; 0.031% of 330,000 active; AID 504842; further: potency means the concentration at half of the fitted maximal effect; on the % scale 0 is the no-effect control and ±100 the full control effect; nearly all actives have a fitted effect of over 80% in size
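ATP (10 uM final) was added to archaeal chaperonin (25 nM final) after 10 min exposure to test compound at 37°C; after 30 min further incubation, ADP was detected by competitive TR-FRET.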
TGFb SMAD3 inh = blocks TGF-b signaling; HepG2 CAGA-GFP TGF-b/SMAD3 reporter, GFP fluorescence, 18 h; TGF-beta stimulated, 500 pg/mL final; Potency, µM (top dose mostly 46.1 µM), without a hit: at the top dose activity, negative = inhibition, most hits filed as inhibitors; 1.2% of 410,000 active; further: potency means the concentration at half of the fitted maximal effect; on the % scale 0 is the no-effect control and ±100 the full control effect; nearly all actives have a fitted effect of over 65% in size
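Inhibition was scored as loss of TGF-beta-induced (500 pg/mL final, 18 hours, 37 degrees C) GFP in HEPG2 cells carrying a CAGA-GFP reporter, in DMEM with 1% FBS. Well GFP was summed per cell; Activity was normalised to unstimulated and stimulated DMSO wells, then concentration-response fitting.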
EPAC2 agonist = agonists of human EPAC2 (RAPGEF4). Q8WZA2. EPAC2 activation, biochemical qHTS; response scale: 100% = 6.5 mM cAMP response. Potency, µM (doses to about 154 µM), for inactives: at the highest dose activation, most hits filed as activators. 0.079% of 360,000 active; further: potency means the concentration at half of the fitted maximal effect; nearly all actives have a fitted effect of over 50% in size
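Setup: EPAC2 100 nM, labeled Rap1B complex 250 nM, free GDP 50 uM. Compound titrations pinned in, brief spin, 5 min room temperature incubation. Kinetic fluorescence read over 30 min, normalized to 6.5 mM cAMP.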
Nrf2 inh = blocks Nrf2 signaling; A549 ARE-Fluc reporter, luciferase luminescence, 18-24 h; Potency, µM (highest dose often 46 µM), for inactives: at the highest dose activity change, negative = inhibition, hits mostly inhibitors; 2.1% of 360,000 active; AID 504444; further: potency means the concentration at half of the fitted maximal effect; on the % scale 0 is the no-effect control and ±100 the full control effect; nearly all actives have a fitted effect of over 60% in size
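Concentration-response testing used A549 ARE_Fluc cells at 5000 cells/well. Following an 18-24 h compound incubation, viability was read by fluorescence (Ex 405/Em 525) and luciferase output by luminescence.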
CCT chaperon mod = cytosolic chaperonin activity modulation | purified chaperonin ATPase assay, HTRF ADP detection, 30 min | activity change, % (test concentration not listed), hits read low | 0.3% of 360,000 active | AID 651819; in the data active means activity change below about -30%; further: on the % scale 0 is the no-effect control and ±100 the full control effect
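TRiC at 40 or 20 nM final (batch-dependent) in 30 mM Tris pH 7.4, 100 mM KCl, 5 mM MgCl2, 1 mM DTT, with compound at single 76 uM and 10 uM ATP, 30 min at 37 deg C. ADP detected by HTRF Transcreener, 665/615 ratio.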
* marks the source's active call; other numbers are inactive results; i = inactive; ? = inconclusive; . = no result given; [ ] = dose if it differs, or a comment. Unless noted, the call rests on the fitted dose curve; in most records, active means well fitted curve in the direction sought with a large enough effect; inconclusive means small, poorly fitted or top-dose-only effect, or another doubt; inactive means no such curve, though single readings can be large; an effect the other way counts as inactive or inconclusive. These rows are one share of the data, so the mix of outcomes need not match the whole.

SMILES	Nrf2 activator	Akt phos inh	A549 viability	EPAC2 antag	MmCpn inh	TGFb SMAD3 inh	EPAC2 agonist	Nrf2 inh	CCT chaperon mod
O=C(CSCc1cnn(-c2ccccc2)c1-n1cccc1)NCc1ccccc1Br	0.9%	.	3%	.	.	-13%	.	?	.
COc1ccc(/C=C/C(=O)c2ccc(O)cc2)cc1COc1ccc(F)cc1	0.3%	i	-8%	-6%	-7%	?	10%	-10%	-2.0
CC(=O)Nc1ccc(Cl)c(-c2nc3ncccc3o2)c1	11%	i	1%	10%	-1%	0%	16%	-17%	0.8
CCCNC(=O)c1ccc(N2CCC3(CC2)CC(c2cccc(Br)c2)=NO3)c(NC(=O)c2cccc(C)c2)c1	-0.5%	i	1%	17%	-5%	10%	7%	2%	-2.6
O=C(Nc1ccc2c(c1)OCO2)c1cc(Cl)ccn1	1.3%	i	-2%	4%	0%	?	-1%	?	-2.5
NC(=S)Nc1cccc(Cl)c1	-0.1%	i	-8%	4%	0%	3%	10%	0%	1.6
CCOCCN1CCN(c2c(C)c(C)nc3cc(-c4cc(OC)cc(OC)c4)nn23)CC1	12%	.	6%	-10%	-8%	-21%	10%	-21%	-0.5
Cc1cccc(N(Cc2cc3ccc(C)cc3[nH]c2=O)S(=O)(=O)c2ccccc2)c1	-0.5%	i	1%	-2%	-1%	-2%	10%	1%	0.3
Clc1cccc(-c2nc(-c3ccc(-c4nn[nH]n4)cc3)no2)c1	1.1%	.	-10%	-7%	1%	?	2%	?	.
O=C1c2cccc3cccc(c23)C(=O)N1Nc1ccccc1	6.0%	i	-6%	0%	1%	-3%	-6%	?	-2.8
O=C(NCCc1c[nH]c2ccccc12)OCCSS(=O)(=O)O	0.3%	i	2%	-10%	4%	-3%	10%	?	-1.1
O=C1Nc2cc(C(=O)NCC3CCCO3)ccc2S/C1=C/c1ccccc1F (centres undefined)	11%	.	7%	-5%	-1%	0%	3%	7%	0.8
COc1ccc(/C=C2/N=C3CCCCCN3C2=O)cc1	5.8%	i	23%	-10%	1%	-4%	1%	-13%	1.6
COc1ccc(C=C2OC(=O)C(C(C)=O)=C2O)cc1	-2.5%	i	.	0%	.	4%	2%	.	0.3
O=C1CC(NC23CC4CC(CC(C4)C2)C3)C(=O)N1c1ccc2c(c1)OCO2 (centres undefined)	-0.6%	i	-4%	3%	-3%	0%	0%	-3%	-3.3
CC1=C(C(=O)OC(C)C)[C@@H](c2ccc(C)o2)NC(=O)N1	-0.4%	i	2%	-7%	3%	-8%	4%	-13%	-1.4
CCCCNc1nc(CC)c2c(c1C#N)CCCC2	0.1%	i	5%	15%	2%	-4%	-14%	11%	1.3
N=c1ccccn1CC(O)COc1ccccc1 (centres undefined)	0.1%	i	4%	13%	-2%	-1%	3%	.	0.6
C[C@H](CO)N1C[C@H](C)[C@@H](CN(C)S(C)(=O)=O)Oc2c(NC(=O)C3CC3)cccc2C1=O	-1.1%	i	4%	9%	1%	-9%	-1%	5%	-2.9
CCOC(=O)c1sc(=S)n(C)c1NC(=O)c1ccc(C(C)(C)C)cc1	0.3%	i	?	-2%	0%	?	8%	?	0.1
CCOc1ccc(S(=O)(=O)N2CCN=C2c2ccccc2)c(C)c1C	0.9%	i	0%	-5%	2%	2%	15%	-3%	-2.0
COc1ccc(/C(O)=C2/C(=O)C(=O)N(Cc3ccco3)C2c2cccs2)cc1 (centres undefined)	0.5%	i	0%	-3%	-4%	1%	1%	2%	2.4
O=C(NCc1ccc(F)cc1)N1[C@H]2CC[C@@H]1C=C(c1ccc(F)cc1OCc1ccccc1)C2	-0.9%	i	.	-6%	.	0%	11%	.	0.8
O=S(=O)(c1ccccc1)N1CCN(C(=S)NCCc2ccccc2)CC1	-0.5%	i	5%	-10%	1%	-17%	-2%	0%	-3.5
COc1ccc(-c2cc3c(=O)n(CC(=O)NCCCN4CCC(N5CCCCC5)CC4)nc(C)n3n2)cc1	1.7%	i	-3%	-4%	1%	1%	3%	3%	-0.1

By substructure: those above containing fluorine.
SMILES	Nrf2 activator	Akt phos inh	A549 viability	EPAC2 antag	MmCpn inh	TGFb SMAD3 inh	EPAC2 agonist	Nrf2 inh	CCT chaperon mod
COc1ccc(/C=C/C(=O)c2ccc(O)cc2)cc1COc1ccc(F)cc1	0.3%	i	-8%	-6%	-7%	?	10%	-10%	-2.0
O=C1Nc2cc(C(=O)NCC3CCCO3)ccc2S/C1=C/c1ccccc1F (centres undefined)	11%	.	7%	-5%	-1%	0%	3%	7%	0.8
O=C(NCc1ccc(F)cc1)N1[C@H]2CC[C@@H]1C=C(c1ccc(F)cc1OCc1ccccc1)C2	-0.9%	i	.	-6%	.	0%	11%	.	0.8

Continuation:
SMILES	Nrf2 activator	Akt phos inh	A549 viability	EPAC2 antag	MmCpn inh	TGFb SMAD3 inh	EPAC2 agonist	Nrf2 inh	CCT chaperon mod
O=c1cc(NCc2ccccc2)c2ccccc2o1	-0.8%	i	-4%	9%	-4%	0%	5%	-40%	1.0
CC(C)(C)c1cc(-c2nc(N)nc(N)n2)cc(C(C)(C)C)c1	-0.4%	i	12%	-22%	0%	0%	-8%	-22%	-0.8
O=C(CNS(=O)(=O)c1ccc(Br)s1)N1CCC(N2CCCCC2)CC1	-0.6%	i	13%	-5%	-1%	-21%	-7%	?	2.1
CCN(CC)CCNC(=O)CCn1c(=O)c2cccn2c2cccnc21	6.4%	.	-2%	.	.	16%	.	7%	.
Cc1oc(-c2ccccc2F)nc1CS(=O)(=O)CC(=O)NCCCN1CCc2ccccc2C1	3.4%	i	-7%	-4%	0%	1%	7%	1%	1.1
O=C(OCCN=C1NS(=O)(=O)c2ccccc21)C1CC(=O)N(c2ccc(Cl)cc2)C1 (centres undefined)	-1.0%	i	-9%	5%	2%	10%	8%	0%	0.7
O=C1c2ccccc2C(=O)N1CCc1nc2ccccc2c(=O)n1CCCn1ccnc1	-0.2%	i	6%	3%	0%	10%	-10%	.	0.3
COc1ccccc1-c1cc(C(F)(F)F)nc(N2CCCCC2)n1	-0.1%	i	4%	-4%	-1%	-22%	15%	10%	1.7
CN(C)CCCN(C(=O)c1ccc(S(=O)(=O)N2CCCCCC2)cc1)c1nc2c(F)cc(F)cc2s1	0.4%	i	0%	-7%	-4%	-15%	3%	2%	4.1
Cc1nc2ccc(NC(=O)C(F)(F)F)cc2o1	-0.1%	i	2%	3%[57.1 µM]	2%	-4%	-8%	-7%	-1.4
COc1ccccc1CCC(=O)NNC(=O)c1ccccc1	0.1%	i	0%	4%	-2%	-11%	-5%	-12%	-2.8
CSc1ncc(CN2CCCCC2C(=O)Nc2ccc(Oc3ccccc3)nc2)cn1 (centres undefined)	-0.3%	i	0%	0%	1%	11%	3%	-18%	0.3
Cc1c(Cl)cccc1NC(=S)C(=C([O-])c1ccc(Cl)s1)[n+]1ccccc1	5.4%	i	0%	3%	.	11%	15%	0%	-1.7
CC(C)(C)NC(NC(=O)Cc1ccccc1)C(Cl)(Cl)Cl (centres undefined)	-0.4%	i	0%	3%	0%	8%	5%	?	-0.9
COc1ccc(-c2ccc(C#N)c(SCC(=O)Nc3sc4c(c3C#N)CCC4)n2)cc1	0.3%	i	-3%	0%	-2%	9%	3%	-12%	0.4
O=C(NCCNS(=O)(=O)c1ccc(C(F)(F)F)cc1)N1CCOCC1	-0.2%	i	-4%	13%	2%	1%	3%	-22%	-0.8
COc1ccc(C(=O)NCC2CCCN2S(=O)(=O)c2cccs2)cc1OC (centres undefined)	3.4%	i	1%	12%	-2%	11%	-1%	-23%	0.6
CC(=O)Nc1ccc(N(C(=O)c2ccco2)C(C(=O)NC2CCCC2)c2ccc(N3CCOCC3)cc2)cc1 (centres undefined)	-0.6%	i	-1%	2%	4%	9%	7%	3%	-7.9
Cc1ccc2cc(CN(CCCO)S(=O)(=O)c3cccc4nsnc34)c(=O)[nH]c2c1C	2.1%	i	-1%[1.84 µM]	6%	0%	-10%	-2%	18%	-0.1
O=C(NC(=S)Nc1ccccc1N1CCCCC1)c1ccco1	10%	i	3%	-11%	-2%	11µM*	5%	5%	-3.6
O=C(CNC(=O)c1ccccc1F)OCc1cc(=O)n2nc(C3CC3)sc2n1	-0.2%	.	14%	.	.	-6%	.	?	.
Cc1cc(NC(=O)/C=C/C(=O)N(c2ccccc2C)C(C(=O)NC2CCCC2)c2ccc(F)cc2)no1 (centres undefined)	?	i	-21%	-10%	0%	?	9%	?	-1.1
CCOc1cc(NC(=O)C2CCCCC2)c(OCC)cc1NC(=O)c1ccco1	-0.5%	i	4%	-1%	1%	?	-1%	0%	-3.6

Three compounds from above, limited to MmCpn inh, Nrf2 inh and TGFb SMAD3 inh.
canonical_smiles,MmCpn inh,Nrf2 inh,TGFb SMAD3 inh
O=C(Nc1ccc2c(c1)OCO2)c1cc(Cl)ccn1,0%,?,?
NC(=S)Nc1cccc(Cl)c1,0%,0%,3%
CCOCCN1CCN(c2c(C)c(C)nc3cc(-c4cc(OC)cc(OC)c4)nn23)CC1,-8%,-21%,-21%
